Screens as filed in PubChem.
TRb-SRC2 inh = disrupts binding of human TR beta to SRC2. Potency, µM (highest dose often 106 µM), inactives show top-dose activity change, negative = inhibition, actives largely listed as inhibitors. hit rate 0.065% among 280,000. TRbeta-SRC2 peptide binding, fluorescence polarization; receptor liganded with 1 µM T3. P10828. AID 1469;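 note: plate controls were bound peptide for no effect and peptide without receptor for full effect; nearly all actives have a fitted effect of over 50% in size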
Target sequence (P10828 whole entry, looked up): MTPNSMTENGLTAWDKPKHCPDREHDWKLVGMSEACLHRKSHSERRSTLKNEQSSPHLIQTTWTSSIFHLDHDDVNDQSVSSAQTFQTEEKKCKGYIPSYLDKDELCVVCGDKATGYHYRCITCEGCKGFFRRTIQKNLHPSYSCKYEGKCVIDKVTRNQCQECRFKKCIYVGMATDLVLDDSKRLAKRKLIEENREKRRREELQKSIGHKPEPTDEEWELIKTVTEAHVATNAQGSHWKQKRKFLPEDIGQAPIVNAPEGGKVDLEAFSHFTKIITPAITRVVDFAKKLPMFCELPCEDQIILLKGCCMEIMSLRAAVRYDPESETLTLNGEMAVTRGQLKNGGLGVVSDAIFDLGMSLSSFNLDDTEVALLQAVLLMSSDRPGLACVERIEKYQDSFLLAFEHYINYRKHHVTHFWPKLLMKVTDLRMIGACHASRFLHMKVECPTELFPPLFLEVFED
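Human TRb ligand-binding domain (0.6 uM) is mixed with 20 nM Texas Red SRC2 peptide and 1 uM T3; after compound addition and 5 hr at ambient temperature, polarization is measured and normalized to unbound and bound controls.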
HTT cytoprotect = Huntington cell model cytoprotection by ATP luminescence; AID 1471; Potency, µM (top dose mostly 56.4 µM), for inactives: cytoprotection (ATP increase), usual class: activators; PC12 HTT-Q103 induced, cytoprotection, ATP luminescence, 40 h; hit rate 0.14% among 230,000;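 note: % of control where 0% means no effect; nearly all actives have a fitted effect of over 45% in size; toxic huntingtin expression switched on by the ecdysone agonist tebufenozide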
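Readout: ATPlite luminescence (ATP level). Model: stable PC12, inducible Htt exon1 Q103-GFP. Inducer: tebufenozide, 100 nM final. Compounds: dose series. No G418 in medium.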
L3MBTL1 block = L3MBTL1 (human) inhibition; Potency, µM (top dose mostly 57.1 µM), inactives show at the highest dose activity, negative = inhibition, most hits filed as inhibitors; hit rate 0.66% among 230,000; AID 485360; AlphaScreen L3MBTL1–H3K9me1 peptide binding; note: % is set by controls: 0 for no effect and ±100 for the full control effect; nearly all actives have a fitted effect of over 60% in size
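L3MBTL1 50 nM + b-AHA-H3(1-15)K9me1 75 nM, 30 min RT; compound added, 30 min RT; streptavidin donor/Ni-chelate acceptor beads 10 ug/mL each final, 30 min RT dark; AlphaScreen read.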
Tau fibril FP = inhibitors of human tau fibril formation; P10636; K18 P301L tau heparin fibrillization, Alexa594 FP, 6 h; Potency, µM (series often up to 57.7 µM), for the others: at the highest dose activity, negative = inhibition, actives largely listed as inhibitors; hit rate 0.39% among 280,000; AID 1468; note: % is set by controls: 0 for no effect and ±100 for the full control effect; nearly all actives have a fitted effect of over 55% in size
Target sequence (P10636 561-689 P618L limits assumed): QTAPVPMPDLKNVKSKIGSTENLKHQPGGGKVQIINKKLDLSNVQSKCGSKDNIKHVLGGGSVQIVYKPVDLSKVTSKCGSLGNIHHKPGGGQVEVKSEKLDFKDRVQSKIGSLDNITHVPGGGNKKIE
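Heparin (20 uM) drove fibril formation of recombinant tau K18 P301L, 15 uM unlabeled with 0.24 uM Alexa 594 label, for 6 hr at 37 C in 100 mM sodium acetate pH 7. Fluorescence polarization (555/632 nm) read 1 hr after 30 uM ThT.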
TexasRed fluor = Texas Red fluorescence interference in TRb-SRC2 counter-screen; TRb/SRC2 Texas Red total fluorescence interference; Potency, µM (series often up to 106 µM), without a hit: at the highest dose fluorescence change, negative = quenching; hit rate 0.29% among 280,000; AID 1479; active = well fitted curve in either direction with a large enough effect; inconclusive = small, poorly fitted or top-dose-only effect; note: % is set by controls: 0 for no effect and ±100 for the full control effect
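Human TRb ligand-binding domain at 0.6 uM with 20 nM Texas Red SRC2 peptide in Tris buffer containing 1 uM T3 and 5% DMSO, incubated with compound 5 h at ambient temperature. Total fluorescence (555/632 nm) calculated as parallel + 2 × perpendicular.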
Tau ThT inhib = blocks human tau fibril formation measured by thioflavin T; P10636; recombinant tau K18 P301L, heparin-induced fibrillization, ThT fluorescence; Potency, µM (titrated, usually from 57.4 µM), inactives show at the top dose activity, negative = inhibition, actives largely listed as inhibitors; hit rate 2.1% among 270,000; AID 1460; note: % is set by controls: 0 for no effect and ±100 for the full control effect; nearly all actives have a fitted effect of over 55% in size
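Recombinant human tau K18 fragment […] carrying P301L, 15 uM unlabeled plus 0.24 uM Alexa 594-labeled, was fibrillized with 20 uM heparin in 100 mM sodium acetate pH 7 for 6 hr at 37 C; 30 uM ThT fluorescence read after 1 hr.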
RECQ1 inh = blocks DNA unwinding by human RECQ1; RECQ1 DNA unwinding, red fluorescence kinetic read; hit rate 0.54% among 240,000; AID 2549; Potency, µM (top dose mostly 57.3 µM), for inactives: at the highest dose activity, negative = inhibition, usual class: inhibitors; P46063;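 note: plate controls were vehicle for no effect and no enzyme for full effect; nearly all actives have a fitted effect of over 30% in size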
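RECQ1T1 50 nM; forked duplex (20 bp + 30-nt ss tails) 200 nM, ATP 2 mM final; pH 8.0, 2 mM MgCl2, 2.5 ug/ml poly(dI-dC); 15 min compound preincubation; discontinuous kinetic read over 2 h at RT.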
Tau fluor counter = counter-screen for tau fibril formation inhibitors; tau K18 P301L Alexa594 fluorescence, heparin fibrillization; Potency, µM (series often up to 57.7 µM), for inactives: at the top dose activity change, negative = decrease; hit rate 0.93% among 280,000; AID 1463; note: % is set by controls: 0 for no effect and ±100 for the full control effect; nearly all actives have a fitted effect of over 55% in size
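Human tau K18 P301L (15 uM unlabeled, 0.24 uM Alexa 594-labeled) in 100 mM sodium acetate pH 7 with 20 uM heparin, 6 hr at 37 C. ThT 30 uM added, 1 hr ambient; Alexa 594 FP and total fluorescence read at 555/632 nm.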
Active calls of the source: *; i = inactive; ? = inconclusive; . = not tested or not shown; [ ] = another dose, or the depositor's remark. Unless noted, calls come from the whole dose curve; as a rule, active = well fitted curve in the direction sought with a large enough effect; inconclusive = small, poorly fitted or top-dose-only effect, or another doubt; inactive = no such curve, though single readings can be large; an effect the other way counts as inactive or inconclusive. Potency is the fitted concentration of half-maximal effect. These rows are one share of the data; the hit share may differ from the screen's.

SMILES	TRb-SRC2 inh	HTT cytoprotect	L3MBTL1 block	Tau fibril FP	TexasRed fluor	Tau ThT inhib	RECQ1 inh	Tau fluor counter
Cc1ccccc1N(CC(=O)NC(C)(C)C)C(=O)c1ccc(-c2ccccc2)[nH]1	-2.2%	17.1%[10 µM]	0.2%	-1.7%	-5.3%	-1.8%	-2.4%	-4.2%
COc1ccc(Cl)cc1NC(=O)C(C)N1Cc2ccccc2C1=O (configuration not stated)	2.6%	.	.	-6.0%	5.8%	-4.3%	.	-12.7%
CCN(CC)C(=O)Oc1ccc(Cl)c2cccnc12	-0.6%	-3.7%[10 µM]	6.5%	2.0%	-0.9%	-3.7%	i	-1.5%
Cc1ccc(C(=O)N/C(=C/c2ccc(F)cc2)C(=O)NCc2ccncc2)cc1	-3.7%	-7.6%[10 µM]	4.6%	2.3%	1.2%	-1.1%	6.7%	-5.4%
CCC(=O)Nc1ccc(F)c(Cl)c1	-3.8%	-8.6%	9.1%	-1.3%	-2.1%	6.7%	1.6%	1.7%
CCCCNc1c(N)n(CC(C)C)c(=O)[nH]c1=O	4.5%	-16.4%[10 µM]	-16.8%	-15.9%	-1.0%	-5.7%	i	-3.9%
CNC(=O)c1ccc2c(c1)N=C(C)c1cc(C)ccc1S2	-7.5%	.	.	4.6%	-1.8%	-10.7%	.	-19.7%
CN(C)c1ccc(-c2nnn(CC(=O)NCc3ccc4c(c3)OCO4)n2)cc1	-1.3%	-60.7%[inhibitor]	.	6.5%	-2.4%	-22.4%	-12.4%	?
Cc1cccc(NC(=S)Nc2ccc(Br)cc2)c1	-2.2%	-26.6%	-6.1%	-11.2%	1.6%	18.4%	-4.3%	?
COc1ccc(CN2C(=O)c3ccccc3C2=O)cc1C(=O)Nc1ccc(C)cc1C	-6.5%	40.2%[10 µM]	4.1%	-5.5%	-2.1%	5.9%	-5.0%	3.0%
COc1ccc(N/C=C/c2nc(SC)nnc2C)cc1	1.8%	.	-25.2%	8.3%	-8.5%	3.16µM*	-14.7%	-16.9%
CC(=O)Nc1nc(N)n(-c2ccccc2)n1	-23.2%	-5.8%	.	-5.5%	2.2%	0.3%	i	-4.0%
O=[N+]([O-])c1cccnc1NCc1cccs1	-1.5%	13.0%	.	3.4%	-4.6%	-10.4%	-3.4%	-10.3%
COCCn1c(SCC(=O)OCc2ccccc2)nc2c1c(=O)[nH]c(=O)n2C	-3.2%	1.1%[10 µM]	-4.7%	2.3%	-0.9%	-9.0%	i	0.3%
COc1ccc(C(=O)c2nccc3ccccc23)cc1	9.0%	-26.0%	2.7%	0.2%	-1.5%	0.7%	-11.5%	-6.0%
CCOC(=O)C1=C(C)N=C2SCCC(=O)N2C1c1ccc(C(=O)OC)cc1 (configuration not stated)	-9.6%	5.1%	.	5.7%	-0.7%	-16.1%	-3.7%	-13.1%
CCN1CCN(C(=O)CS(=O)(=O)Cc2nc(-c3ccc(C)cc3)oc2C)CC1	-1.9%	13.2%[10 µM]	6.7%	1.9%	-2.3%	-9.5%	-5.9%	-7.7%
O=C(Oc1cc(-c2ccccc2)no1)c1ccc(F)cc1	-0.6%	-11.4%[10 µM]	.	5.3%	-1.3%	-17.7%	-10.5%	-11.5%
Cc1ccn2c(Nc3ccc4c(c3)OCO4)c(-c3ccc(C)o3)nc2c1	-19.4%	.	.	7.4%	?	?	.	?
Cc1nn2c(=O)cc(COC(=O)c3cccc(NC(=O)COc4ccc(C)c(C)c4)c3)nc2s1	0.5%	.	.	4.3%	-1.4%	?	.	-8.3%
Fc1ccc2nc(Nc3nc4c(F)cc(F)cc4s3)sc2c1	-0.3%	.	7.0%	-17.5%	-2.2%	?	-9.1%	?
COc1ccc(-c2ccc(-c3noc(-c4ccccc4)n3)c(OC)n2)cc1	-13.1%	4.5%[10 µM]	-0.1%	-3.9%	-2.3%	-21.2%	1.4%	-3.6%
COc1ccc(N2CCN(Cc3ccc(Br)s3)CC2)cc1	-25.5%	-17.9%	.	-1.1%	3.5%	?	i	?
O=C(Cn1nc(-c2ccccc2)ccc1=O)Nc1ccc(N2CCN(C(=O)c3cccs3)CC2)cc1	2.2%	13.7%[10 µM]	-24.8%	7.1%	-4.8%	?	-3.9%	-28.0%

Part of the list above, reformatted.
structure | TRb-SRC2 inh | HTT cytoprotect | L3MBTL1 block | Tau fibril FP | TexasRed fluor | Tau ThT inhib | RECQ1 inh | Tau fluor counter
CCN1CCN(C(=O)CS(=O)(=O)Cc2nc(-c3ccc(C)cc3)oc2C)CC1 | -1.9% | 13.2%[10 µM] | 6.7% | 1.9% | -2.3% | -9.5% | -5.9% | -7.7%
O=C(Oc1cc(-c2ccccc2)no1)c1ccc(F)cc1 | -0.6% | -11.4%[10 µM] | . | 5.3% | -1.3% | -17.7% | -10.5% | -11.5%
Cc1ccn2c(Nc3ccc4c(c3)OCO4)c(-c3ccc(C)o3)nc2c1 | -19.4% | . | . | 7.4% | ? | ? | . | ?
Cc1nn2c(=O)cc(COC(=O)c3cccc(NC(=O)COc4ccc(C)c(C)c4)c3)nc2s1 | 0.5% | . | . | 4.3% | -1.4% | ? | . | -8.3%
Fc1ccc2nc(Nc3nc4c(F)cc(F)cc4s3)sc2c1 | -0.3% | . | 7.0% | -17.5% | -2.2% | ? | -9.1% | ?
COc1ccc(-c2ccc(-c3noc(-c4ccccc4)n3)c(OC)n2)cc1 | -13.1% | 4.5%[10 µM] | -0.1% | -3.9% | -2.3% | -21.2% | 1.4% | -3.6%
COc1ccc(N2CCN(Cc3ccc(Br)s3)CC2)cc1 | -25.5% | -17.9% | . | -1.1% | 3.5% | ? | i | ?
O=C(Cn1nc(-c2ccccc2)ccc1=O)Nc1ccc(N2CCN(C(=O)c3cccs3)CC2)cc1 | 2.2% | 13.7%[10 µM] | -24.8% | 7.1% | -4.8% | ? | -3.9% | -28.0%

Next part.
SMILES	TRb-SRC2 inh	HTT cytoprotect	L3MBTL1 block	Tau fibril FP	TexasRed fluor	Tau ThT inhib	RECQ1 inh	Tau fluor counter
Cc1ccc(CC2CC(=O)N(c3cc(Cl)ccn3)C2=O)cc1 (configuration not stated)	6.4%	15.4%[10 µM]	-3.3%	-2.1%	-1.0%	-11.3%	i	-1.4%
COc1cc2c(cc1NC(=O)C(C)Oc1ccccc1)oc1ccccc12 (configuration not stated)	2.4%	.	.	?	-0.8%	?	.	?
CN1CCN(c2nc(C#N)cc(-c3ccccc3)n2)CC1	.	-23.5%	17.4%	-2.8%	.	-1.5%	-2.0%	-9.4%
C=CCNC(=S)N1CCN(c2ccc([N+](=O)[O-])cc2)CC1	-1.5%	27.4%[10 µM]	-11.7%	0.6%	-5.6%	12.6µM*	-5.2%	-9.8%
O=C(NCc1cccs1)c1ccc2c(c1)ncn2C1CCCC1	-1.4%	-16.7%[0.074 µM]	6.9%	-1.6%	-0.5%	-3.4%	i	-7.4%
CCCCC(=O)Nc1ccc(NC(=O)c2ccc([N+](=O)[O-])cc2Cl)cc1OC	0.9%[53 µM]	14.7%[10 µM]	4.0%	-0.9%	-1.9%[53 µM]	-14.5%	-10.2%	-9.1%
Cc1ccccc1NCC(=O)N/N=C/c1c[nH]c2ccccc12	11.5%	-3.1%	.	?	-10.8%	?	-5.6%	15.8µM*[quencher]
O=C(c1ccc(Cl)cc1)N(Cc1ccccc1F)N1C(=O)CCCC1=O	7.4%	-38.3%[inhibitor]	3.8%	-3.8%	-0.3%	-0.2%	23.9%	-4.8%
Cc1nc2scc(-c3cccs3)c2c(=O)o1	3.3%	11.9%	.	7.0%	1.9%	?	2.1%	-3.8%
Cc1ccc(CCc2nnc(SCC(=O)Nc3cccc(Cl)c3)n2-c2ccccc2)o1	-18.5%	28.5%[10 µM]	-11.1%	4.7%	-3.3%	-13.6%	-0.6%	-18.7%
Cc1nn(C)c(C(=O)N/N=C/c2cc3c(cc2Br)OCO3)c1Br	6.2%	.	3.7%	-3.1%	0.6%	-7.3%	i	4.9%
CC1CN(C(=O)c2ccccc2)OC(c2ccc3c(c2)OCO3)O1 (configuration not stated)	-3.5%	-22.8%	44.0%[activator]	-3.1%	-1.8%	-5.9%	-5.3%	-8.8%
O=C(Cc1ccccc1)NNC(=O)c1cccs1	-3.4%	-2.2%	2.8%	-3.5%	-2.4%	-7.2%	i	-2.6%
Cc1cc(SCNC(=O)c2ccccc2)ncn1	8.9%	-20.7%	.	-1.1%	-0.7%	-14.1%	14.9%	1.7%
O=S(=O)(c1ccccc1)N1CCC(O)(CSc2ccc(F)cc2)CC1	-8.8%	-9.5%[10 µM]	-4.0%	-15.1%	-4.7%	0.9%	-3.5%	-25.2%
Cc1ccc(N2CCN(/N=C/C=C/c3ccccc3)CC2)cc1	4.7%	33.6%[10 µM]	-11.4%	2.8%	-3.0%	?	-2.3%	-19.8%
O=C(O)CCCn1cc(NC(=O)COc2cc(F)ccc2[N+](=O)[O-])cn1	0.9%	-23.8%	.	-7.4%	-0.9%	-8.7%	-15.7%	-2.0%
COc1ccc(CCNC(=O)C2(C)CCC(=O)N2Cc2ccc3c(c2)OCO3)cc1OC (configuration not stated)	1.5%	11.6%	-0.8%	-0.9%	-1.1%	2.3%	2.7%	-5.7%
CCN(CC)S(=O)(=O)c1cccc(C(=O)Nc2cc3oc4ccccc4c3cc2OC)c1	-5.2%	-8.4%[10 µM]	3.7%	?	-1.4%	?	-8.2%	?
c1ccc2nc3[nH]cnc3nc2c1	5.8%	3.7%	8.1%	-0.6%	2.8%	-5.7%	-5.5%	-5.3%
CCOC(=O)c1c(-c2ccccc2)csc1NC(=O)c1cc(-c2ccc(C)c(F)c2)on1	-7.6%	.	.	2.4%	-1.6%	-2.9%	.	0.5%
CCCSc1ncc(Cl)c(C(=O)Nc2ccc(S(=O)(=O)Nc3ncccn3)cc2)n1	3.0%	.	.	5.1%	6.2%	9.9%	.	5.2%
